Screening results (PubChem BioAssay)
TbREL1 primary: TbREL1 inhibition, primary screen. P86926. TbREL1 RNA ligation, FRET fluorescence. inhibition, % at 9.66 µM. hit rate 0.49% among 89,000;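 active = inhibition above the mean inhibition across all screened compounds plus 3 SD, cut at about 11% in these data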;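 also: 0% = plate median of test wells and 100% = NSC42067 control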
Target sequence (P86926 whole entry, looked up): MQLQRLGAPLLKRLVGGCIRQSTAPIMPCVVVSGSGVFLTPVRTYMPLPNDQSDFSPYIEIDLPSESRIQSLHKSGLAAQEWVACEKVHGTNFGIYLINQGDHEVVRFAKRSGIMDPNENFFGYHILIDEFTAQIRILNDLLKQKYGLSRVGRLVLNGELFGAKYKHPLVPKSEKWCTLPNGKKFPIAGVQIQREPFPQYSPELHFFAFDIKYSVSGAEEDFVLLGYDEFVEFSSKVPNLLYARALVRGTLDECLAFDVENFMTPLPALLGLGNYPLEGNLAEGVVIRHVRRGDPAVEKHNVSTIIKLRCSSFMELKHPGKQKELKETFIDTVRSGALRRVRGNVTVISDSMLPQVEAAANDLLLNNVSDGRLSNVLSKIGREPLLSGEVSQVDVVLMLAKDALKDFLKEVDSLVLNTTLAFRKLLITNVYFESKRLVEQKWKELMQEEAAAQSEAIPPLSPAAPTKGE
An asterisk follows results filed as active. The list is partial, so the mix of outcomes need not match the whole.

Preview, 15 compounds:
TbREL1 primary	mol
-4	CON(C)C(=O)CCN(Cc1ccccc1)C(=O)OC(C)(C)C
-4	Cc1cccc(NS(=O)(=O)c2cccc(C(=O)NCC(c3ccco3)N3CCCCC3)c2)c1 (stereo unspecified)
-2	CC(=O)Nc1ccc(NC(=O)Cc2ccc(-c3ccccc3)cc2)cc1
6	Cc1ccc(S(=O)(=O)NC2=NCN(Cc3cccnc3)CN2)cc1
1	S=C(Nc1ccc(Cl)c(Cl)c1)Nc1nnc(-c2ccncc2)s1
3	O=C(C[n+]1ccccc1)Nc1ccc(Oc2ccccc2)cc1
-3	COc1cc2c(C)nc(C)c(C#N)c2cc1OC
-2	COc1ccc(Cl)cc1S(=O)(=O)N1CCCC(C(=O)NCc2ccccn2)C1 (stereo unspecified)
1	CCOC(=O)/C(C#N)=C/c1c(N2CCN(Cc3ccc4c(c3)OCO4)CC2)nc2c(C)cccn2c1=O
-2	CC(=O)Nc1ccc(S(=O)(=O)Nc2ccc(N3CCOCC3)cc2)cc1
-6	COc1ccccc1C(=O)NC(=S)/C=C1/N(C)c2ccccc2C1(C)C
-1	COc1ccc(CCNC(=O)c2cc(S(=O)(=O)N(C)c3ccccc3)ccc2Cl)cc1
-1	OCCC1CN(Cc2ccccc2-c2ccco2)CCN1Cc1ccccc1 (stereo unspecified)
3	Cc1nnc(SCC(=O)Nc2nccs2)s1
3	Cc1ccccc1-n1nc(C(=O)O)c(C)c(C#N)c1=O

This part in full, from the first entry:
TbREL1 primary	mol
-4	CON(C)C(=O)CCN(Cc1ccccc1)C(=O)OC(C)(C)C
-4	Cc1cccc(NS(=O)(=O)c2cccc(C(=O)NCC(c3ccco3)N3CCCCC3)c2)c1 (stereo unspecified)
-2	CC(=O)Nc1ccc(NC(=O)Cc2ccc(-c3ccccc3)cc2)cc1
6	Cc1ccc(S(=O)(=O)NC2=NCN(Cc3cccnc3)CN2)cc1
1	S=C(Nc1ccc(Cl)c(Cl)c1)Nc1nnc(-c2ccncc2)s1
3	O=C(C[n+]1ccccc1)Nc1ccc(Oc2ccccc2)cc1
-3	COc1cc2c(C)nc(C)c(C#N)c2cc1OC
-2	COc1ccc(Cl)cc1S(=O)(=O)N1CCCC(C(=O)NCc2ccccn2)C1 (stereo unspecified)
1	CCOC(=O)/C(C#N)=C/c1c(N2CCN(Cc3ccc4c(c3)OCO4)CC2)nc2c(C)cccn2c1=O
-2	CC(=O)Nc1ccc(S(=O)(=O)Nc2ccc(N3CCOCC3)cc2)cc1
-6	COc1ccccc1C(=O)NC(=S)/C=C1/N(C)c2ccccc2C1(C)C
-1	COc1ccc(CCNC(=O)c2cc(S(=O)(=O)N(C)c3ccccc3)ccc2Cl)cc1
-1	OCCC1CN(Cc2ccccc2-c2ccco2)CCN1Cc1ccccc1 (stereo unspecified)
3	Cc1nnc(SCC(=O)Nc2nccs2)s1
3	Cc1ccccc1-n1nc(C(=O)O)c(C)c(C#N)c1=O
-7	CCOc1cc(N2CCOCC2)c(OCC)cc1NC(=O)C(NC(=O)c1ccco1)C(C)C (stereo unspecified)
3	CN(CCc1cnn(C)c1)C(=O)C1CCC(=O)N(CC2CCCCC2)C1 (stereo unspecified)
5	CN(c1ccccc1)S(=O)(=O)c1ccc(C(=O)OCC(=O)NCc2ccco2)cc1
-3	Cc1ccc2nc(C3CCN(CC(=O)N4CCCCCC4)CC3)[nH]c2c1
0	CCCn1nc(C(=O)OCC(=O)c2ccc3c(c2)NC(=O)CO3)c2ccccc2c1=O
-1	OC1(c2ccccc2F)CCN(Cc2nnc(-c3ccccc3)o2)CC1
-7	CC(C)(C)c1ccc(C(=O)CSc2ncn[nH]2)cc1
8	O=C(c1cccs1)N(CC1CCCO1)c1nc(-c2ccccc2)cs1 (stereo unspecified)
1	C=CCNc1nnc(SCC(=O)N2CCCCC2)c2ccccc12
-1	O=C(CC1NCCc2ccccc21)Nc1ccc(Cl)cc1 (stereo unspecified)
-1	C[C@H]1CCC(=O)N([C@H](COc2ccccc2)Cc2ccccc2)CC1
-2	O=C(Cn1cccc1C(=O)c1ccccc1)NCc1ccccc1
-1	CC(C)NC(=O)c1cnc(Sc2ncc(C(F)(F)F)cc2Cl)n1C
2	O=C(CN1C(=O)c2ccccc2S1(=O)=O)NC1CCCC1
4	Cc1ccc(CN2CCNC(=O)C2CC(=O)N(C)CCc2cnn(C)c2)cc1 (stereo unspecified)
-4	CCOC(=O)CSc1nnc(-c2cccc(Br)c2)o1
1	Cc1[nH][nH]c(=O)c1N=Nc1ccccc1C#N
1	C[C@@H](NC(=O)c1nc[nH]c1C(=O)N[C@@H](Cc1ccccc1)C(=O)OCc1ccccc1)c1ccccc1
-4	Cc1ccc(CN2CCN(/N=C/c3ccc(C)s3)CC2)cc1
1	COC(=O)c1ccc(NC(=O)C2CCCN2S(=O)(=O)c2ccc(OC)cc2)cc1 (stereo unspecified)
3	CCN1CCN(CC(O)COc2ccc(C(C)=O)cc2)CC1 (stereo unspecified)
6	CCCc1cc(=O)oc2cc(OCC(=O)Nc3cc(C)on3)ccc12
-4	N#CC(C#N)=C(Nc1ccc(F)cc1)SCc1cccc(F)c1
7	COc1ccc2nc(NC(=O)CSc3n[nH]c(N)n3)sc2c1
5	CC1CCN(Cc2cc(=O)oc3ccc4ccccc4c23)CC1
1	O=C1C=C(c2ccc3[nH]ccc3c2)C[C@@H](c2ccc(F)cc2)C1
2	CC(C)C(NC(=O)c1ccccc1F)C(=O)NCCc1ccccn1 (stereo unspecified)
1	CCOC(=O)c1ccccc1OC(=O)CS(=O)c1ccccc1[N+](=O)[O-] (stereo unspecified)
4	C=CCC[C@H](Cc1ccc(F)cc1)C(=O)OC[C@H](C)NC(=O)[C@@H](CC=C)CC(=O)N[C@H](CO)Cc1ccccc1
-2	O=C(NCCCn1ccnc1)/C(=C\c1ccc(Br)cc1)NC(=O)c1ccccc1
-3	Nc1ccc(C=C2C=Cc3ccccc32)cc1
0	COc1ccc(NC(=O)Nc2nc3ccccc3s2)cc1
-2	COc1ccccc1C(=O)CSc1nnc(-c2ccccn2)n1-c1ccccc1
11*	O=C(Cc1ccccc1)NC1CCCc2c1cnn2-c1ccc(F)cc1F (stereo unspecified)
-2	c1csc(-c2csc3nc(CN4CCOCC4)nc(NCc4ccc5c(c4)OCO5)c23)c1

(further entries)
TbREL1 primary	mol
-1	CC(C)[C@H](NC(=O)N1CCn2c1nc1ccccc12)C(=O)NCCc1ccccc1
-4	Cc1cc(-c2n[nH]c(=S)n2N=Cc2ccc(O)cc2)n[nH]1
-1	CCCCN(C(=O)c1ccc2c(c1)OCCO2)c1c(N)n(CCCC)c(=O)[nH]c1=O
3	CCn1c(SCC(=O)N/N=C/c2ccc(C)o2)nnc1-c1ccccc1
-1	O=S(=O)(c1ccccc1Br)N1CCN(c2ncccn2)CC1
-2	O=C(c1cc(-c2ccccn2)nc2c(Cl)cccc12)N1CCN(S(=O)(=O)c2ccccc2)CC1
5	CC(Oc1ccccc1F)c1ccnc2nc(/N=C/N(C)C)nn12 (stereo unspecified)
0	O=C(COC(=O)Cc1ccc(Br)cc1)Nc1ccc(Cl)cn1
0	O=C1C2CCCCC2C(=O)N1c1cccc(OS(=O)(=O)c2ccccc2)c1 (stereo unspecified)
-2	COc1ccc(C2CC(c3ccccc3Cl)=NN2c2ccc(S(N)(=O)=O)cc2)cc1 (stereo unspecified)
0	COc1ccc(-c2nnc(NC(=O)c3ccc(S(=O)(=O)N4COCC4(C)C)cc3)o2)cc1
2	O/N=C(\c1ccc(Cl)cc1)c1ncc(C(F)(F)F)cc1Cl
4	CC1CCN(CCCNC(=O)c2ccc(CSCc3cccc(Cl)c3)o2)CC1
-2	c1ccc2c(c1)[nH]c1c(N3CCCC3)ncnc12
5	Cc1nn(Cc2ccccc2)c(C)c1NC(=O)c1cc(-c2cccs2)on1
0	O=C(Nc1ccc(C(F)(F)F)cc1)C1(c2ccccc2)CC1
-2	COC(=O)CCC(=O)Nc1ccccc1C(N)=O
1	COc1ccc(-c2cc(-c3nnc(SCC(=O)Nc4cccc(Cl)c4C)n3N)[nH]n2)cc1
1	N/C(=N\OC(=O)C12CC3CC(CC(C3)C1)C2)c1cccnc1
1	Cc1cccc(CN2CCN(C(=O)c3ccccc3F)CC2)c1
1	OCC1(CCc2ccccc2)CCN(Cc2cc(Cl)ccc2O)CC1
0	CN(C)Cc1c(OC(=O)c2ccc(N)cc2)ccc2ccccc12
1	CCCCCCc1nc2c(=O)[nH]c3ccccc3c2o1
-1	C[C@@H]1CN([C@@H](C)CO)C(=O)CCCn2nncc2CO[C@@H]1CN(C)C(=O)Cc1ccccc1
-4	C[C@H](CO)N1C[C@H](C)[C@@H](CN(C)C(=O)Nc2ccc3c(c2)OCO3)Oc2ccc(NC(=O)CCC(F)(F)F)cc2C1=O
0	CS(=O)(=O)Nc1ccc(C(=O)Nc2ccccc2C(=O)N2CCCC2)cc1
-1	Cc1cccc(C)c1OCC(=O)NNC(=O)CCNC(=O)c1ccc(Br)cc1
-1	COCCNC(=O)CSc1nc2cc(OC)c(OC)cc2c(=O)n1Cc1ccco1
3	Cc1cc(NC(=O)C(C)N2C(=O)c3ccccc3S2(=O)=O)no1 (stereo unspecified)
2	O=C(c1ccco1)N1CCN(C(=O)c2nn3cccnc3c2Cl)CC1
0	COc1ccc(OC)c(NC(=O)C2CCN(S(=O)(=O)c3c(C)noc3C)CC2)c1
2	COc1ccc(NC(=O)C(C)Sc2nnc3c4c(nc(-c5ccc(OC)cc5)n23)CC(C)(C)OC4)cc1 (stereo unspecified)
-1	Cc1ccc(-c2c(NC(=O)C(C)C)n(C)c3ccccc3c2=O)cc1
-1	COc1ccc([N+](=O)[O-])cc1N(CC(=O)Nc1ccccc1C(=O)N1CCOCC1)S(C)(=O)=O
-1	CCOc1ccc(/C(O)=C2/C(=O)C(=O)N(CC3CCCO3)C2c2ccco2)cc1 (stereo unspecified)
-2	CCOP(=O)(OCC)C(NC(=O)Nc1ccc(Cl)cc1)C(N)=O (stereo unspecified)
1	Cc1ccc(-c2cc(C(F)F)nc3sc4c(=O)[nH]cnc4c23)cc1
-2	CC(O)Cn1nc([N+](=O)[O-])nc1N (stereo unspecified)
-2	Cc1cccc(N2C(=O)CN(Cc3cccs3)C2=S)c1
-2	COCCNC(=O)/C(C#N)=C/c1ccc(SC)cc1
0	CC(C)C(=O)Nc1cccc(S(=O)(=O)c2cccc(NC(=O)C(C)C)c2)c1
0	COc1ccccc1CNC(=O)COC(=O)c1ccco1
0	COC(=O)CSc1nc(N2CCCCC2)c2c(c1C#N)CCCC2
-1	COc1cccc(CN2CCNC(=O)C2CC(=O)N(C)CC2CCOCC2)c1 (stereo unspecified)
0	Cc1nn(C)c(C)c1C1C(C#N)=C(N)OC2=C1C(=O)CCC2 (stereo unspecified)
0	COc1cccc(/C=C/C(=O)N2CCN(c3ccccn3)CC2)c1
-6	COc1ccc(N2CCN(C(=O)CCCCCn3c(=S)[nH]c4ccc(N5CCOCC5)cc4c3=O)CC2)cc1
0	FC(F)(F)c1ccccc1Cc1c(C2CCCCC2)nc2c3ccccc3ccn12
4	CC(=O)c1cccc(NC(=O)c2ccc(N(Cc3ccccc3)S(C)(=O)=O)cc2)c1
-3	COc1cccc(N(C(=O)CNC(=O)c2ccco2)C(C(=O)NC2CCCC2)c2ccncc2)c1 (stereo unspecified)

Other results
TbREL1 primary	mol
-3	CN(CCCN1CCOCC1)C(=O)c1cc(COc2c(F)cccc2F)on1
-1	COC(=O)CSc1nc2sc(C)c(C)c2c(=O)n1C
-2	C=CCO/N=C(/C)c1c(O)c(CC)c(-c2ccccc2)n(-c2ccccc2)c1=O
5	O=S(=O)(c1ccccc1)N1CCN(Cc2nnc(-c3ccccc3)o2)CC1
-1	O=C(c1ccccc1)N1CC(COc2ccccc2)OC(c2cccnc2)O1 (stereo unspecified)
-2	O=C(NCc1ccccn1)Nc1ccc(Br)cc1
8	O=c1c2oc3ccccc3c2[nH]c(=S)n1-c1ccc(F)cc1
0	CSC1=NCCN1C(=O)C(C)Oc1ccccc1 (stereo unspecified)
-1	Cc1ccc(C(=O)CSc2ncn[nH]2)cc1
0	COc1ccc(-c2cn(Cc3ccc(C(N)=O)cc3)c(CCN)n2)cc1
-7	CC1(C)CC2(CC(c3ccccc3F)c3cc(Cl)c(O)cc3O2)NC(=S)N1 (stereo unspecified)
-2	CC1CC(C)CN(C(=O)c2ccc(-c3ccc([N+](=O)[O-])cc3)o2)C1 (stereo unspecified)
-4	CCN(CC)S(=O)(=O)c1ccc(OCC(=O)NCc2ccccc2)cc1
4	CCCCNC(=O)NCCCN1CCN(c2ccc(F)cc2)CC1
4	CCOc1ccc(N(CC(=O)NC2CCCC(C)C2C)S(=O)(=O)c2c(C)noc2C)cc1 (stereo unspecified)
-1	CC(C)CN1CCC(=O)N([C@H](COc2ccccc2)Cc2ccccc2)CC1
-3	CN(C(=O)c1ccc(NC(=O)Cc2cccc(NC(=O)C3CCN(C(=O)C4CCCCC4)CC3)c2)cc1)C1CCCC1
-1	O=C(/C=C/c1ccc(S(=O)(=O)N2CCOCC2)cc1)OCC(=O)c1ccc([N+](=O)[O-])cc1
-1	CCCNC(=O)C/C(C)=N/NC(=O)COc1ccc(C)cc1Br
8	O=C(OCC#CCSc1nnc(-c2cccs2)o1)c1ccc(F)cc1
-1	CCOC(=O)c1ccc(OC)c(OC)c1Cl
0	CCOc1ccccc1OCCC(=O)N1CCN(S(=O)(=O)c2ccccc2[N+](=O)[O-])CC1
0	COc1ccc(C(=O)N/C(=C\c2cccs2)c2nc3ccccc3[nH]2)cc1OC
0	CS(=O)(=O)c1ccc(Cl)c(NC(=O)COC(=O)Cc2c[nH]c3ccccc23)c1
3	CN(Cc1ccccc1)C(=O)c1ccc(NC(=O)Cc2ccc(NC(=O)C3CCCN(S(=O)(=O)c4cccc([N+](=O)[O-])c4)C3)cc2)cc1 (stereo unspecified)
